MT1-MMP act inh: MT1-MMP (human) activation inhibition | P50281 | HT1080 RFP-PRO-GFP cells, GFP/RFP ratio fluorescence, overnight; percent of plate control window, DMSO zero | GFP/RFP ratio change, % at 20 µM | 0.061% of 360,000 active | AID 651647;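 active = GFP/RFP ratio change of at least 30% with cell ATP level not reduced by more than half and red fluorescence within 50% of control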; note: strong numbers were not always called active
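Assay system – RFP-PRO-GFP reporter HT1080 cells · Compound dosing – single dose of 20 µM compound, 1% DMSO final · Incubation – overnight compound exposure at 37 °C · Measure – GFP/RFP fluorescence ratio · Benchmarks – DMSO wells and RFP-L50D-GFP cells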
SKN-1 inh: blocks SKN-1 activity in C. elegans; C. elegans VP596 Pgst-4::GFP/RFP ratio, acrylamide-induced, 24 h; inhibition, % at 21.8 µM; 0.49% of 360,000 active; AID 624304;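 active = interference check ratio from 0.5 to 1.5 plus GFP to RFP signal ratio inhibition reaching or exceeding a fixed threshold, cut at about 30% in these data, passing the limit was not always enough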; note: some compounds called inactive have numbers as strong as hits
DNMT1 inh: blocks human DNA methyltransferase DNMT1; P26358; DNMT1 molecular beacon, Hinp1I cleavage, fluorescence; inhibition (reported as % activation of signal), % at 10 µM; 0.83% of 360,000 active; AID 588458; in the data active = inhibition above about 50%
STEP block: inhibitors of human striatal-enriched phosphatase STEP; inhibition, % at 20 µM; 0.25% of 360,000 active; recombinant STEP, OMFP fluorogenic substrate, fluorescence; P54829; AID 588621;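 active = inhibition at 20 µM, scaled per plate between control wells, above about 37%, limit read from the data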;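 note: 0% = DMSO with enzyme and substrate and 100% = substrate only without enzyme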
Target sequence (P54829 whole entry, looked up): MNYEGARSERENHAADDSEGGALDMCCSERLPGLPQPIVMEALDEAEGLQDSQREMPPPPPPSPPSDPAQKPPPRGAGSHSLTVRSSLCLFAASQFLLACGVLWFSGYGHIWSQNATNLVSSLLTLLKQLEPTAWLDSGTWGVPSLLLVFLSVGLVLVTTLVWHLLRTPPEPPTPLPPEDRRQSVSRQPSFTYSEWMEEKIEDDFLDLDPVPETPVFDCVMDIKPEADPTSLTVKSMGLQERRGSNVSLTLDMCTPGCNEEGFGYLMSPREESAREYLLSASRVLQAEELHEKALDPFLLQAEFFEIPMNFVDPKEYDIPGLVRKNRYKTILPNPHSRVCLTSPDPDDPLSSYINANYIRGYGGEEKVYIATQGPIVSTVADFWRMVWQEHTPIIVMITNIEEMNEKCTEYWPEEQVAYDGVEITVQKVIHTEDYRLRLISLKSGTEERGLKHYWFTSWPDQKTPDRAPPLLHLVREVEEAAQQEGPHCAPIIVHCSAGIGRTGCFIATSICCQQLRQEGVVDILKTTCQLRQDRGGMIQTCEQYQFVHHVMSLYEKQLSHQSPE
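Material: STEP (striatal-enriched tyrosine phosphatase) enzyme, cell-free; Compound dosing: 20 µM single dose in 1% DMSO; Technique: fluorescence read at 480 nm ex / 540 nm em; Times: reaction 20 min, ambient temperature; Medium: 50 mM Bis-Tris pH 6.0 with 2.5 mM DTT and 0.005% Tween 20; Also added: OMFP at 25 µM.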
SUMO1-SIM PPI: alters human SUMO1 binding to SIM partners; inhibition, % at 20 µM; P63165; AID 602429; 0.33% of 360,000 active; SUMO1 binding to a labelled peptide, TR-FRET, 1 h; in the data active = inhibition above about 37%
Target sequence (P63165 whole entry, looked up): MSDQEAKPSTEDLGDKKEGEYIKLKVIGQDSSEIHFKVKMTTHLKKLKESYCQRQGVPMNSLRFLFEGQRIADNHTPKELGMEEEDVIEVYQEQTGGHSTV
Scp-1 inhibitor: blocks human Scp-1 phosphatase activity. inhibition, % at 20 µM. Recombinant Scp1, phosphopeptide, malachite green phosphate absorbance. Q9GZU7. 0.88% of 340,000 active;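 active = inhibition above about 50% at 20 µM, limit read from the data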;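 note: plate controls were DMSO wells with enzyme for no effect and wells lacking enzyme for full effect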
Target sequence (Q9GZU7 76-261 limits assumed): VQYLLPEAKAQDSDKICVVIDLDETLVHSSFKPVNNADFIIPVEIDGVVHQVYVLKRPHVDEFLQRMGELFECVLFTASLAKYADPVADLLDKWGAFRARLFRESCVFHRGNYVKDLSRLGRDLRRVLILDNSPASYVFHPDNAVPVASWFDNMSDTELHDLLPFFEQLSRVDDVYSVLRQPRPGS
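Incubation: 45 min enzyme reaction at room temperature / System: truncated SCP-1 phosphatase (76-261aa) / Reagent: Phospho 17-mer peptide substrate / Buffer or medium: Acidic Tris acetate buffer with magnesium and detergent / Signal: absorbance at 630 nm / Doses: one concentration, 20 µM, with 1.0% DMSO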
LMPTP inh: blocks human LMPTP phosphatase; P24666; recombinant LMPTP-A, OMFP fluorogenic substrate, fluorescence intensity; inhibition, % at 20 µM; 0.22% of 360,000 active; AID 651560;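 active = compounds that cut the enzyme signal by at least half of the control window in the single-dose screen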;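 note: plate controls were DMSO wells with enzyme plus substrate for no effect and substrate without enzyme for full effect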
Target sequence (P24666 whole entry, looked up): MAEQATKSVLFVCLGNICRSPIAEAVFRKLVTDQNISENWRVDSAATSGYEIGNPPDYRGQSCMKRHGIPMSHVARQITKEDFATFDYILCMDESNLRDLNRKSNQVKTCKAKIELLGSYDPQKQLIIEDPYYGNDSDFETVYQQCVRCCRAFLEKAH
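Assay system: LMPTP-A enzyme. Input: 0.625 nM LMPTP-A final. Probe or stimulus: 400 µM OMFP. Compound dosing: single 20 µM dose. Schedule: 50 min dark incubation at room temperature. Detection: fluorescence intensity of OMFP turnover product. Read-out: percent inhibition versus substrate-only and uninhibited controls. Benchmarks: no-enzyme low control, uninhibited high control.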
Rpn11 block: inhibitors of human proteasome Rpn11; human 26S proteasome, Ub4-pepOG fluorescence polarization; 20S core pre-blocked with epoxomicin; calls only at 20 µM; 0.59% of 360,000 active; AID 588493;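 active = inhibition at 20 µM, scaled to each plate's controls, above about 33%, limit read from the data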
NadD block: blocks S. aureus nicotinate mononucleotide adenylyltransferase; purified NadD enzyme, colorimetric absorbance read-out; inhibition, % at 20 µM; 0.78% of 360,000 active; AID 602399; in the data active = inhibition above about 26%; note: some compounds past the cut are filed as inactive
CendR NRP1 mod: NRP-1/CendR interaction modulation. O14786. inhibition, % at 25 µM. AID 602438. 0.85% of 360,000 active. FAM-RPARPAR peptide binding to NRP-1, fluorescence polarization;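 active = inhibition or corrected inhibition above about 18%, plus a signal ratio from 0.5 to 1.5, limit read from the data, passing the limit was not always enough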; note: strong numbers were not always called active
The depositor's hits bear a star.

Screening Cc1ccc(C(=O)NNC(=O)CCCCC(=O)NNC(=O)c2ccc(C)cc2)cc1 returned MT1-MMP act inh -3, SKN-1 inh 1, DNMT1 inh -1, STEP block 0, SUMO1-SIM PPI -1, Scp-1 inhibitor -3, LMPTP inh -0.4, Rpn11 block inactive, NadD block -2 and CendR NRP1 mod 1.
COc1ccccc1NC(=O)CCSc1nc(C)cs1 was read as MT1-MMP act inh -2, SKN-1 inh 17, DNMT1 inh 3, STEP block -2, SUMO1-SIM PPI 0, Scp-1 inhibitor -3, LMPTP inh -3.0, Rpn11 block inactive, NadD block -8 and CendR NRP1 mod -2.
For Oc1ccc(/C=N/NC(=S)Nc2cccnc2)c(O)c1O the results were MT1-MMP act inh -5, SKN-1 inh 10, DNMT1 inh 3, STEP block 16, SUMO1-SIM PPI 81*, Scp-1 inhibitor 6, LMPTP inh 84*, Rpn11 block inactive, NadD block 21 and CendR NRP1 mod -42.
`COc1ccc(CN2CCNC(=O)C2CC(=O)NCCC2=CCCCC2)c(F)c1` (configuration not stated) gave MT1-MMP act inh -4, SKN-1 inh 1, DNMT1 inh -9, STEP block -1, SUMO1-SIM PPI -6, Scp-1 inhibitor -5, LMPTP inh -1.1, Rpn11 block inactive, NadD block 0 and CendR NRP1 mod 3.
Screening Nc1cc2c(cc1C(=O)c1cccc(Br)c1)OCCO2 returned MT1-MMP act inh 2, SKN-1 inh 2, DNMT1 inh -1, STEP block -4, SUMO1-SIM PPI -5, Scp-1 inhibitor -1, LMPTP inh 0.9, Rpn11 block inactive, NadD block -4 and CendR NRP1 mod -10.
For CCOC(=O)C1=C(COC(=O)/C=C/c2cccc(Br)c2)NC(=O)NC1C (configuration not stated) the results were MT1-MMP act inh 2, SKN-1 inh 2, DNMT1 inh -3, STEP block 0, SUMO1-SIM PPI -16, Scp-1 inhibitor 1, LMPTP inh -0.1, Rpn11 block inactive, NadD block -3 and CendR NRP1 mod 7.
For CC(=O)c1ccc(NC(=O)COC(=O)C2CCN(S(=O)(=O)c3cccs3)CC2)cc1 the results were MT1-MMP act inh -5, SKN-1 inh 9, DNMT1 inh 1, STEP block 0, SUMO1-SIM PPI -4, Scp-1 inhibitor -4, LMPTP inh 1.1, Rpn11 block inactive, NadD block 1 and CendR NRP1 mod -3.
Screening Cc1nc(-c2ccccn2)sc1C(=O)Nc1ccc(F)cc1 returned MT1-MMP act inh -1, SKN-1 inh -6, DNMT1 inh -6, STEP block -1, SUMO1-SIM PPI -8, Scp-1 inhibitor 5, LMPTP inh -0.5, Rpn11 block inactive, NadD block 1 and CendR NRP1 mod -1.
Screening Cc1cc(C)c2nc(-c3ccccn3)cc(C(=O)NCc3ccc(S(N)(=O)=O)cc3)c2c1 returned MT1-MMP act inh -6, SKN-1 inh 5, DNMT1 inh 28, STEP block 5, SUMO1-SIM PPI -2, Scp-1 inhibitor 3, LMPTP inh -1.9, Rpn11 block inactive, NadD block 15 and CendR NRP1 mod -18.
O=C(Nc1cccnc1)c1sc2cccc(F)c2c1Cl was read as MT1-MMP act inh -18, SKN-1 inh 4, DNMT1 inh 0, STEP block 0, SUMO1-SIM PPI -10, Scp-1 inhibitor -5, LMPTP inh 0.0, Rpn11 block inactive, NadD block -1 and CendR NRP1 mod 3.
CCOC(=O)c1cc(-c2ccco2)nc2c1c(C)nn2CCC#N was read as MT1-MMP act inh -1, SKN-1 inh 3, DNMT1 inh -5, STEP block 8, SUMO1-SIM PPI -1, Scp-1 inhibitor -5, LMPTP inh -2.3, Rpn11 block inactive, NadD block 17 and CendR NRP1 mod -23.
Screening CN1C(=O)/C(=C/C=C2\SCCN2C)OC1=S returned MT1-MMP act inh -125, SKN-1 inh 49, DNMT1 inh 5, STEP block 2, SUMO1-SIM PPI -36, Scp-1 inhibitor -2, LMPTP inh 8.0, NadD block 4 and CendR NRP1 mod 133.

Taken from the entries so far, 2 compounds:
CCOC(=O)c1cc(-c2ccco2)nc2c1c(C)nn2CCC#N was read as MT1-MMP act inh -1, SKN-1 inh 3, DNMT1 inh -5, STEP block 8, SUMO1-SIM PPI -1, Scp-1 inhibitor -5, LMPTP inh -2.3, Rpn11 block inactive, NadD block 17 and CendR NRP1 mod -23.
Screening CN1C(=O)/C(=C/C=C2\SCCN2C)OC1=S returned MT1-MMP act inh -125, SKN-1 inh 49, DNMT1 inh 5, STEP block 2, SUMO1-SIM PPI -36, Scp-1 inhibitor -2, LMPTP inh 8.0, NadD block 4 and CendR NRP1 mod 133.

Other records:
Cc1ccc(NCN2C(=O)C3CC=CCC3C2=O)cc1 (configuration not stated) was read as MT1-MMP act inh 4, SKN-1 inh 18, DNMT1 inh 0, STEP block 2, SUMO1-SIM PPI -6, Scp-1 inhibitor -8, LMPTP inh -1.0, Rpn11 block inactive, NadD block 1 and CendR NRP1 mod 0.
Screening CCOC(=O)C1(Cc2ccccc2)C(=O)Nc2ccccc21 (configuration not stated) returned MT1-MMP act inh 0, SKN-1 inh -7, DNMT1 inh 2, STEP block -1, SUMO1-SIM PPI 4, Scp-1 inhibitor -10, LMPTP inh -0.8, Rpn11 block inactive, NadD block -9 and CendR NRP1 mod -10.
`Cc1cc2ncn(/N=C/c3cccnc3)c2cc1C` gave MT1-MMP act inh 5, SKN-1 inh 4, DNMT1 inh 2, STEP block 2, SUMO1-SIM PPI -11, Scp-1 inhibitor -2, LMPTP inh -1.3, Rpn11 block inactive, NadD block 0 and CendR NRP1 mod 6.
For CCOC(=O)C1(CCOc2ccccc2)CCN(Cc2nccn2CC)CC1 the results were MT1-MMP act inh -2, SKN-1 inh -4, DNMT1 inh 1, STEP block 1, SUMO1-SIM PPI 0, Scp-1 inhibitor -13, LMPTP inh -0.8, Rpn11 block inactive, NadD block -4 and CendR NRP1 mod 11.
`COCC(=O)Nc1ccc([N+](=O)[O-])cc1C` gave MT1-MMP act inh -3, SKN-1 inh 5, DNMT1 inh 7, STEP block 31, SUMO1-SIM PPI -4, Scp-1 inhibitor -7, LMPTP inh -1.3, Rpn11 block inactive, NadD block -4 and CendR NRP1 mod 1.
Cn1c(N)cc(=O)[nH]c1=S was read as MT1-MMP act inh 6, SKN-1 inh 16, DNMT1 inh 4, STEP block 2, SUMO1-SIM PPI 5, Scp-1 inhibitor -10, LMPTP inh -3.8, Rpn11 block inactive, NadD block -2 and CendR NRP1 mod 14.
C=C(C)c1cccc(C(C)(C)NC(=O)Nc2ccc(C)cn2)c1 was read as MT1-MMP act inh -8, SKN-1 inh 10, DNMT1 inh -1, STEP block 2, SUMO1-SIM PPI 2, Scp-1 inhibitor -6, LMPTP inh 0.2, Rpn11 block inactive, NadD block -3 and CendR NRP1 mod -5.
`CC(Cc1cccnc1)NC(=O)CCc1nnc(-c2ccccc2)o1` (configuration not stated) gave MT1-MMP act inh 2, SKN-1 inh -5, DNMT1 inh 0, STEP block -5, SUMO1-SIM PPI -5, Scp-1 inhibitor -10, LMPTP inh -1.7, Rpn11 block inactive, NadD block -4 and CendR NRP1 mod -12.
For O=c1[nH]c2ccccc2n2c(=S)[nH]nc12 the results were MT1-MMP act inh 6, SKN-1 inh 4, DNMT1 inh -5, STEP block -2, SUMO1-SIM PPI 7, Scp-1 inhibitor 2, LMPTP inh -28, Rpn11 block inactive, NadD block 3 and CendR NRP1 mod 12.
Screening CCOc1ccc(N2CC(C(=O)Nc3ccc(S(=O)(=O)N4CCOCC4)cc3)CC2=O)cc1 (configuration not stated) returned MT1-MMP act inh -3, SKN-1 inh 0, DNMT1 inh 6, STEP block 0, SUMO1-SIM PPI 4, Scp-1 inhibitor -8, LMPTP inh -0.5, Rpn11 block inactive, NadD block -3 and CendR NRP1 mod -9.
Screening CC(C)OC(=O)CCCNc1ccc([N+](=O)[O-])cc1[N+](=O)[O-] returned MT1-MMP act inh 7, SKN-1 inh 6, DNMT1 inh 6, STEP block 2, SUMO1-SIM PPI -29, Scp-1 inhibitor -10, LMPTP inh 0.1, Rpn11 block inactive, NadD block -6 and CendR NRP1 mod -4.
For O=C(COC(=O)C1CCN(S(=O)(=O)c2cccc3cccnc23)CC1)c1ccccc1 the results were MT1-MMP act inh -4, SKN-1 inh 2, DNMT1 inh -5, STEP block 0, SUMO1-SIM PPI 1, Scp-1 inhibitor 2, LMPTP inh 1.6, Rpn11 block inactive, NadD block 3 and CendR NRP1 mod 3.
For C#CCOCCOCCOCCNc1nc(N2CCN(C(=O)[C@H](CCCCN)n3cc(CN)nn3)CC2)nc(N2CCN(C(=O)[C@H](CCC(=O)O)n3cc([C@@H](N)[C@H](C)CC)nn3)CC2)n1 the results were MT1-MMP act inh 1, SKN-1 inh 8, DNMT1 inh 5, STEP block -3, SUMO1-SIM PPI -23, Scp-1 inhibitor -11, LMPTP inh -10, Rpn11 block inactive, NadD block -5 and CendR NRP1 mod 1.
For CCOc1ccc(-c2nc(CSCC(=O)NCC3CCCO3)c(C)o2)cc1 (configuration not stated) the results were MT1-MMP act inh -4, SKN-1 inh -7, DNMT1 inh 2, STEP block -1, SUMO1-SIM PPI 2, Scp-1 inhibitor -8, LMPTP inh -0.9, Rpn11 block inactive, NadD block 4 and CendR NRP1 mod 16.
COc1ccc(-c2csc(C(C)(NC(C)=O)c3ccccc3)n2)cc1 (configuration not stated) was read as MT1-MMP act inh -5, SKN-1 inh -10, DNMT1 inh 1, STEP block 0, SUMO1-SIM PPI 4, LMPTP inh -0.1, Rpn11 block inactive, NadD block -1 and CendR NRP1 mod -3.
Screening CCOC(=O)C1CCN(c2cc3c(cc2NC(=O)c2ccccc2Cl)n(C)c(=O)n3C)CC1 returned MT1-MMP act inh -1, SKN-1 inh -7, DNMT1 inh -3, STEP block -1, SUMO1-SIM PPI 4, Scp-1 inhibitor -7, LMPTP inh 1.4, Rpn11 block inactive, NadD block 5 and CendR NRP1 mod 10.
`CSc1ccccc1OCc1cc(C(=O)NC2CCOC(C)(C)C2)no1` (configuration not stated) gave MT1-MMP act inh 2, SKN-1 inh -5, DNMT1 inh -1, STEP block 0, SUMO1-SIM PPI 1, Scp-1 inhibitor -10, LMPTP inh -1.1, Rpn11 block inactive, NadD block -3 and CendR NRP1 mod -10.
`CC1Oc2ccc(C#N)cc2N(Cc2ccccc2OC(F)(F)F)C1=O` (configuration not stated) gave MT1-MMP act inh -10, SKN-1 inh -5, DNMT1 inh 3, STEP block -2, SUMO1-SIM PPI 1, LMPTP inh 0.7, Rpn11 block inactive, NadD block -3 and CendR NRP1 mod -4.
`C1=CC2CC1CC2CN1CCN(c2ccccc2)CC1` (configuration not stated) gave MT1-MMP act inh 1, SKN-1 inh 33, DNMT1 inh 4, STEP block 3, SUMO1-SIM PPI 1, Scp-1 inhibitor -4, LMPTP inh 0.0, Rpn11 block inactive, NadD block -2 and CendR NRP1 mod 6.

Screening results from PubChem.
